HSF1 inhib – HSF1 inhibition. NIH3T3-HGL HSE-luciferase, MG132-induced, luminescence 8 h; active compounds read low. activity change, negative = inhibition, % at 7.5 µM (by protocol). 300,000 tested, 0.77% active. AID 2098;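 active = more than half of replicate wells show activity change below -50%, luminescence cut by over half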;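 also: luciferase reports HSF-1 transcriptional activity via heat shock element; 0% = median of DMSO wells and -100% = zero luminescence signal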
Platelet DG rel – platelet dense granule release activity; human platelet-rich plasma, SFLLRN dense granule ATP release, luminescence; inhibition, %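 (compounds screened at 7.5 µM in platelet-rich plasma)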; 300,000 tested, 0.22% active;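 active = mean replicate score, as percent of positive control, at or above 50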
HSF1 activator – increases HSF-1 driven luciferase reporter signal. NIH3T3-HGL HSF-1 luciferase reporter, MG132, 8 h; 100% = twice DMSO control signal. activation, % at 9 µM. 300,000 tested, 1.7% active. AID 504408;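 active = mean replicate activation of at least 50% with a set share of replicates each reaching 50%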;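 also: 0% = median of the neutral control wells and 100% = twice that signal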
AI-2 QS mod – Vibrio harveyi AI-2 quorum sensing modulation; Vibrio harveyi JMH597 AI-2 luminescence/OD600 ratio, 9 h; active compounds read low; strain lacks LuxN and CqsS sensors; 0 = neutral-control median; activity change, % at 7.5 µM; 300,000 tested, 0.4% active; AID 2094; in the data active = activity change below about -75%, passing the limit was not always enough;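 also: luminescence divided by OD600 gain over 9 h not by final OD600 alone; inactives centre near 13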
IEC-6 cytotox – counter-screen for KLF5 inhibitors: cytotoxicity in IEC-6 cells; IEC-6 cytotoxicity, luminescence viability; inhibition, % at 5 µM; 290,000 tested, 0.78% active; AID 1825; in the data active = inhibition above about 22%;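 also: 0% = plate median of test compound wells and 100% = cytotoxic reference compound wells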
KLF5 inh – suppresses KLF5 promoter-driven expression; 290,000 tested, 0.23% active; DLD-1 KLF5 promoter-luciferase reporter, luminescence; inhibition, % at 5 µM;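 active = inhibition above a per-plate limit of that plate's mean compound inhibition plus 3 SD, cut at about 60% in these data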;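 also: 0% = DMSO wells and 100% = LY294002 at 200 µM; higher means less KLF5 promoter-driven luciferase light; inactives centre near -14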
HSP90 refold inh – inhibitors of HSP90 luciferase refolding in rabbit reticulocyte lysate | luciferase refolding luminescence, 3 h | 290,000 tested, 0.91% active | inhibition, % at 5.6 µM;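 active = inhibition above the screen-wide mean plus 3 SD, computed separately per campaign, cut at about 16% in these data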;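 also: 0% = DMSO wells and 100% = 60 µM geldanamycin wells; inhibitors lower the luminescence because luciferase stays unfolded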
aSyn 5UTR inh – 5' untranslated region of α-synuclein, MLPCN primary screen | alpha-synuclein 5'UTR reporter, inhibitor activity | 300,000 tested, 0.82% active | inhibition, % (tested at 7.5 µM); in the data active = inhibition above about 60%;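 also: H4 neuroglioblastoma cells stably carrying SNCA 5'UTR luciferase fusion; 0% = DMSO wells and 100% = positive control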
HDAC3 inh – blocks human histone deacetylase 3. O15379. recombinant HDAC3, fluorogenic peptide/trypsin coupled, fluorescence. inhibition, % at 8.3 µM. 320,000 tested, 0.15% active. AID 2718; in the data active = inhibition above about 26%, passing the limit was not always enough
Target sequence (O15379 whole entry, looked up): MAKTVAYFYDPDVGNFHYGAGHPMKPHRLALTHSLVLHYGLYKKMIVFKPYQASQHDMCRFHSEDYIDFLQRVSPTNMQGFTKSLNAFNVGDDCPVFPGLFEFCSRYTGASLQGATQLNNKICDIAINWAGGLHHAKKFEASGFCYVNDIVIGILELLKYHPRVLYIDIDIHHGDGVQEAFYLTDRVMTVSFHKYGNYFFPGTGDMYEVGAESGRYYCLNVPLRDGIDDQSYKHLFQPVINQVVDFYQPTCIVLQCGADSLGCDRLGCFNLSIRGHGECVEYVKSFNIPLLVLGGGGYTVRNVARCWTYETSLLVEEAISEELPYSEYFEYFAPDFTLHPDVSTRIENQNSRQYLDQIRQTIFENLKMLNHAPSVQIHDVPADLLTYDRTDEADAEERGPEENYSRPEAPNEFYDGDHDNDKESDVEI
HIF activator – HIF pathway transcriptional activation. AID 1910. 300,000 tested, 0.32% active. activation, % at 7.5 µM (by protocol). U2OS HRE-luciferase reporter, luminescence; normalized: DMSO 0%, desferrioxamine 100%;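 active = mean activation of at least 10% of the iron chelator positive control signal, with at least half of replicates also reaching 10%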
Numbers without * were called inactive; . = not tested or not shown. Hits appear at their usual frequency; overall some 5% were active at least once.

SMILES | HSF1 inhib | Platelet DG rel | HSF1 activator | AI-2 QS mod | IEC-6 cytotox | KLF5 inh | HSP90 refold inh | aSyn 5UTR inh | HDAC3 inh | HIF activator
O=C(CSc1nc(O)c(C2CCCCC2)c(=O)[nH]1)Nc1ccc(F)cc1 | 1 | 6 | -1 | 12 | 3 | -13 | -2 | 11 | 2 | 0.0
CN(C)CCCNC(=S)N(CCN(C)C)Cc1cc2cc3c(cc2[nH]c1=O)OCCO3 | -1 | 6 | -2 | 13 | -9 | -15 | 2 | -12 | 2 | -1.0
CC(OC(=O)c1ccc2c(=O)n3c(nc2c1)CCC3)C(=O)NC1CCCCC1C (stereo unspecified) | -5 | 0 | -12 | 22 | 3 | 1 | -2 | 14 | -3 | -0.2
CCn1c(SC)nnc1-c1sc2cc(Cl)ccc2c1Cl | 8 | 0 | 11 | 5 | 0 | -33 | 7 | -38 | 3 | 0.6
Cc1cccc(Nc2n[nH]c(=S)s2)c1C | 3 | 9 | 4 | -1 | -2 | -29 | -3 | 6 | 7 | -0.7
O=C(COc1ccccc1Cl)Nc1cccnc1 | 9 | 4 | 12 | 16 | -8 | -27 | -4 | -128 | 3 | 4.3
CCc1nnc(NC(=O)c2sc3nc4cc(C)ccc4cc3c2N)s1 | 0 | 1 | 3 | 20 | -7 | 1 | 0 | -54 | 4 | 0.6
COCc1ccc2oc(C(=O)O)cc2c1 | -10 | -1 | 2 | 0 | 5 | -11 | 7 | -14 | 4 | -0.3
COc1ccc(N2CCN(C(=O)c3ccc(CNS(=O)(=O)c4cccc(OC)c4)cc3)CC2)cc1 | 9 | -5 | -7 | 18 | 4 | -15 | -1 | -6 | 3 | 0.6
Cc1cc(C(=O)NC2=NCCS2)cs1 | . | -4 | . | 5 | -9 | -140 | 0 | . | -5 | .
C[n+]1ccn(CC(=O)c2ccc(Cl)cc2)c1 | -3 | -2 | 15 | 11 | -8 | 1 | -1 | 14 | -4 | -0.2
O=C(CCCn1cncn1)N1CCCC(N2CCN(c3ccc(F)cc3)CC2)C1 (stereo unspecified) | -6 | 7 | -10 | 21 | 2 | -1 | 0 | 9 | -2 | -0.8
CC(NCc1cccs1)C(=O)NC1CCCCC1 (stereo unspecified) | . | 11 | . | 16 | -3 | -38 | -4 | 0 | -5 | -0.3
COCCN(C(=S)Nc1cc(C)cc(C)c1)C(C)c1ccco1 (stereo unspecified) | -1 | 1 | -11 | 24 | -1 | -17 | 3 | -2 | 1 | -0.2
O=C(COc1ccccc1)NCCSCc1ccccc1Cl | 39 | -1 | 70* | 23 | 6 | -44 | 0 | -64 | 2 | 2.4
Cc1c(O)ccc(C(=O)CN2C(=O)c3ccccc3C2=O)c1O | 0 | -2 | 23 | 9 | -3 | 13 | -1 | 12 | 18 | -0.8
CCCCCCn1nc(C(=O)Nc2nc3c(s2)CCCC3)c2ccccc2c1=O | -4 | 5 | -1 | 13 | 0 | -10 | 2 | 9 | -1 | 10*
CCN(CC)S(=O)(=O)c1cccc(C(=O)NNC(=O)C2=NN(c3ccccc3)C(=O)CC2)c1 | -5 | 5 | -3 | 16 | -6 | -36 | -2 | 5 | -4 | -0.5
Oc1ccc(Nc2nc(-c3ccc(O)cc3)cs2)cc1 | 5 | 11 | -2 | 8 | 6 | -5 | 4 | -219 | 5 | 0.3
COc1ccc(C(=O)NNC(=O)CSc2nnc(COc3ccccc3OC)n2C)cc1 | -22 | 3 | -34 | 6 | 2 | -3 | 1 | 17 | 4 | 0.2
Cc1ccc(NC(=O)Cc2ccccc2)c(C)c1 | -5 | 10 | -4 | 30 | -1 | -16 | -2 | 10 | -6 | 0.0
CCOc1ccc(S(=O)(=O)NCCC(=O)NCCCSc2ccccc2)cc1 | 12 | -4 | 11 | 11 | . | . | . | 13 | 3 | 2.2
S=c1nc2ccccc2c2nc(-c3ccccc3Br)[nH]n12 | 6 | 4 | 15 | 5 | 4 | 0 | 1 | 12 | 0 | -27
O=C(CCC(=O)N1CCOc2ccccc21)NCCCc1ccccc1 | 8 | -3 | 13 | 20 | 0 | 4 | -1 | 18 | -5 | -0.2
CC(=O)N1CCC(N(C(=O)Nc2c(F)cccc2F)C(C)C)CC1 | -2 | 7 | 3 | 24 | -3 | -14 | -2 | 8 | -9 | -0.2
COc1ccc(CCNC(=O)CSc2nnc3ccc(-c4ccccn4)nn23)cc1OC | 3 | 3 | 4 | 14 | . | . | . | 4 | 3 | -0.2
Cc1cccc(NC(=O)C2CCCC2)c1 | 0 | -1 | 2 | 2 | 1 | -31 | 6 | -4 | 2 | -0.2
CCOC(=O)C1C(=O)N(C(=O)c2ccc(OC)cc2)CC1c1ccccc1 (stereo unspecified) | 1 | -2 | 15 | 30 | 4 | -11 | 1 | 5 | -3 | 0.0
C=CCC(CC=C)(NC(=O)c1ccccc1C)c1ccccc1 | -3 | -4 | 6 | 4 | -2 | -4 | 0 | -2 | 0 | -0.1
CCOC(=O)C1=C(C)Nc2nc3ccccc3n2C1c1ccncc1 (stereo unspecified) | 41 | 3 | 80* | 17 | 5 | -2 | -2 | 36 | 2 | -0.2
Oc1ccccc1C=NC1CCCCC1N=Cc1ccccc1O (stereo unspecified) | 1 | 5 | 1 | 20 | 0 | 10 | 3 | -22 | 2 | -0.1
Cc1onc(-c2ccccc2Cl)c1C(=O)Nc1ccccc1C(=O)NC(C)C | 3 | 3 | -1 | 22 | -1 | -27 | -6 | -3 | -2 | -0.1
O=C(C(=O)c1ccc(O)cc1)c1ccccc1 | 5 | 7 | -1 | -3 | 4 | -27 | 1 | -2 | -8 | -1.9
O=C(NNC(=S)Nc1ccccc1)Nc1ccccc1 | 6 | -5 | 10 | -7 | -3 | -112 | -1 | -92 | -2 | 3.6
CN(c1ccccc1)S(=O)(=O)c1ccc(C(=O)OCC(=O)N2CCOCC2)cc1 | -2 | -5 | 7 | 10 | 5 | -6 | 3 | 6 | -3 | -0.3
O=C(Cn1c(=O)oc2ccccc21)Nc1ccc(F)cc1 | 5 | 6 | 21 | 0 | 1 | -17 | -1 | 16 | -10 | 1.3
COc1ccc(CNC(=O)COC(=O)CCOc2ccccc2)cc1 | -4 | 0 | -8 | 14 | 0 | -37 | -4 | 7 | 3 | 0.0
CC(=O)NNC(=O)CN1C(=O)/C(=C/c2ccccc2)SC1=S | -2 | 6 | -2 | 8 | -5 | -19 | 6 | -19 | . | -0.3
Cc1cccc(NC(=S)N2CCN(S(=O)(=O)c3cccc(F)c3)CC2)c1 | -1 | -3 | 1 | 26 | 5 | 2 | 3 | 17 | 1 | -0.7
O=C(COc1ccccc1)Nc1nnc(-c2ccccc2)o1 | 2 | 14 | 12 | -45 | -5 | -29 | -3 | 6 | 6 | -0.1
CCOc1ccc(S(=O)(=O)Nc2cccc(Cl)c2)cc1 | -9 | 4 | -4 | 7 | 7 | -9 | 3 | -1 | 13 | 0.8
CCOc1ccccc1CN1CCN(C2CCC2)CC1CCO (stereo unspecified) | -8 | -5 | 4 | 27 | -1 | 12 | -4 | 7 | -2 | 0.3
CCCCCCn1c(CN2CCCCC2C)nc2c1c(=O)n(C)c(=O)n2C (stereo unspecified) | 2 | 9 | 1 | 20 | 8 | 2 | 4 | 18 | 4 | -0.3
CC(C)CC(CO)N1CCN(C(=O)c2ccccc2)CCC1=O (stereo unspecified) | -4 | -2 | 5 | 12 | . | . | . | 8 | 13 | 0.2
O=C(NC1CCCC1)C(c1cccnc1)N(Cc1ccc(F)cc1)C(=O)c1csnn1 (stereo unspecified) | 2 | -29 | -4 | 17 | -4 | -25 | -3 | -22 | 3 | -0.4
COc1cccc(CNC(=O)CCSCc2ccccc2F)c1 | -4 | 2 | 8 | 11 | -6 | -15 | 4 | 13 | 6 | -0.2
O=C(Cc1cc(=O)[nH]c(=O)[nH]1)NCc1ccc(Cl)cc1 | 1 | 2 | 3 | 15 | 8 | 29 | 0 | 22 | -3 | -0.2
C/C=C/C(=O)OCC(=O)Nc1ccc(SC(F)F)cc1 | -2 | -16 | -10 | -57 | -2 | -30 | -3 | 13 | 4 | -1.2
CC1C(=O)CCN(C(C)C)C1C (stereo unspecified) | -3 | 1 | 14 | 7 | -15 | 14 | -2 | 20 | -2 | 0.0
CCOC(=O)c1c(C)c(C(=O)Nc2cc(OC)ccc2OC)c(C)n1CC | -2 | -1 | -13 | 19 | -1 | 10 | -3 | -38 | -7 | 1.6
Cc1ccc(NCC(=O)Nc2cccc(S(=O)(=O)N(C)C)c2)cc1S(=O)(=O)N1CCCCCC1 | -9 | -2 | -3 | 15 | . | . | . | -17 | 8 | 1.7
CC(C(=O)O)n1cc(Cl)cn1 (stereo unspecified) | 1 | 0 | -8 | 15 | 8 | 3 | 5 | 29 | -6 | -0.1
N#Cc1c(NC(=O)C2CC(c3ccccc3O)=NO2)sc2c1CCC2 (stereo unspecified) | 20 | 3 | 16 | 16 | 4 | 0 | 0 | 12 | 1 | -0.2
CCC(C)Sc1nc2c(c(=O)n1C)SC(C)C2 (stereo unspecified) | -5 | 4 | -8 | 11 | 4 | 4 | 2 | 12 | . | 0.1
CCOC(=O)C1C(=O)C(C(C)=O)C(=O)CC1CC(C)SCC (stereo unspecified) | 3 | 9 | -18 | -3 | -2 | -35 | 8 | -2 | -1 | -0.2
Cc1ccc(CNC(=O)c2ccc(NS(=O)(=O)c3c(C)noc3C)cc2)cc1 | 10 | . | 10 | 24 | -6 | 5 | -3 | -4 | 2 | -0.3
CN(Cc1ccc(Cl)cc1Cl)C(=O)c1cccc(S(=O)(=O)N2CCN(c3ccccc3)CC2)c1 | 3 | 5 | 7 | 10 | . | . | . | 15 | . | -0.2
C=C(C)CSc1nnc(-c2ccccc2)n1N | -3 | 1 | -3 | 5 | 5 | -1 | -2 | -39 | 1 | 0.8
COc1cc(/C=C2/C(=O)NN(c3ccc(Cl)cc3)C2=O)cc(Br)c1O | 5 | 16 | 1 | 47 | -5 | -9 | -1 | 2 | 9 | -1.0
Cc1nn(CC#N)c(=O)n1-c1ccccc1 | -6 | -1 | -20 | 23 | -3 | -41 | -1 | 15 | 3 | -2.2
COc1ccc(NC(=O)C2CCN(S(=O)(=O)c3cccnc3)CC2)cc1Cl | -4 | 16 | -5 | -53 | 4 | 2 | -1 | -2 | 4 | -0.2
COc1ccc(C2CC(c3ccc(OC)cc3)n3nc(NC(=O)c4cccs4)nc3N2)cc1 (stereo unspecified) | 5 | -2 | -1 | 41 | 6 | 10 | 3 | -9 | 4 | 0.1

Structural class, those above containing bromine.
SMILES | HSF1 inhib | Platelet DG rel | HSF1 activator | AI-2 QS mod | IEC-6 cytotox | KLF5 inh | HSP90 refold inh | aSyn 5UTR inh | HDAC3 inh | HIF activator
S=c1nc2ccccc2c2nc(-c3ccccc3Br)[nH]n12 | 6 | 4 | 15 | 5 | 4 | 0 | 1 | 12 | 0 | -27
COc1cc(/C=C2/C(=O)NN(c3ccc(Cl)cc3)C2=O)cc(Br)c1O | 5 | 16 | 1 | 47 | -5 | -9 | -1 | 2 | 9 | -1.0

Given with values under each structure: entries from further up
Each structure is followed by: HSF1 inhib | Platelet DG rel | HSF1 activator | AI-2 QS mod | IEC-6 cytotox | KLF5 inh | HSP90 refold inh | aSyn 5UTR inh | HDAC3 inh | HIF activator
COc1cccc(CNC(=O)CCSCc2ccccc2F)c1
 : -4 | 2 | 8 | 11 | -6 | -15 | 4 | 13 | 6 | -0.2
O=C(Cc1cc(=O)[nH]c(=O)[nH]1)NCc1ccc(Cl)cc1
 : 1 | 2 | 3 | 15 | 8 | 29 | 0 | 22 | -3 | -0.2

Assay outcomes as filed in PubChem BioAssay.
